# Screens from PubChem BioAssay.
# Cneo AK release = causes C. neoformans cell lysis. lysis activity, % at 15 µM. 0.2% of 360,000 active. adenylate kinase release luminescence, 4 h; normalised: neutral wells 0, clomiphene wells 100;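 active = mean lysis activity across replicates of at least 80%, whatever share of replicates individually reach that level; inactive = mean lysis activity below 80%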
#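 read-out = cell lysis signal | test system = log-phase Cryptococcus neoformans yeast cells | input = cells at 5 × 10^6 per mL | medium = fresh YPD growth medium | signal = luminescent adenylate kinase detection reagent | timing = 4 h at 37 °C static, read 1 h later | dosing = single dose | controls = Clomiphene as positive lysis control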
# SIRT5 inh = inhibitors of human sirtuin-5 desuccinylase. Purified SirT5, succinyl-peptide AMC, trypsin-coupled fluorescence. inhibition, % at 15 µM. 1.1% of 330,000 active. AID 652115. Q9NXA8; in the data active = inhibition above about 15%; inconclusive = no clear call, values can overlap the other calls
# Target sequence (Q9NXA8 whole entry, looked up): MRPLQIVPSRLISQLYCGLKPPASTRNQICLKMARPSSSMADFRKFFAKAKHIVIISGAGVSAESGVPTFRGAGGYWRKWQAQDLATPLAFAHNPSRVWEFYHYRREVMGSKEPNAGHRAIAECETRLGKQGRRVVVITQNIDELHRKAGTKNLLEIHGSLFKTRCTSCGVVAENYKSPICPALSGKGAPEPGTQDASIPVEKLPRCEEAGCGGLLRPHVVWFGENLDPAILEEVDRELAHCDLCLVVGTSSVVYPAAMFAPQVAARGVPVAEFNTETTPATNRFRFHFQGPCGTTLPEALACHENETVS
# miR122 inh = miR-122 inhibition in Huh7 cells | Huh7 miR-122 Renilla luciferase sensor, 48 h; neutral wells = 0, positive control = 100 | activation (reporter increase), % at 12.5 µM | 0.3% of 340,000 active | AID 602342;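 active = mean replicate activation score at least 90 and every replicate individually at or above 90; inconclusive = only one of the two criteria met; inactive = neither criterion met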;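 note: higher luciferase means less miR-122 activity so hits act as miR-122 inhibitors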
# ARNT-TACC3 inh = disruptors of human ARNT/TACC3 interaction | AlphaScreen His-ARNT PAS-B/GST-TACC3 binding, luminescence; TACC3 fragment carries E629A point mutation | inhibition, % at 9.99 µM | 0.66% of 390,000 active;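 active = mean inhibition of replicates at least 50% and at least half of replicates each reaching 50%; inconclusive = half or more replicates reach 50% but mean below 50%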;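 note: 0% = complete ARNT plus TACC3 wells and 100% = ARNT alone without TACC3; many hits fall short of the cut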
# ERp5 inh = ERp5 (human) disulfide isomerase inhibition; ERp5 insulin aggregation, absorbance 650 nm, 90 min; AID 651711; inhibition, % at 9.99 µM; Q15084; 0.05% of 350,000 active;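 active = mean replicate inhibition above about 25%, with every replicate also reaching it, limit read from the data, passing the limit was not always enough; inconclusive = only one of those two criteria met; inactive = neither criterion met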
# Target sequence (Q15084 whole entry, looked up): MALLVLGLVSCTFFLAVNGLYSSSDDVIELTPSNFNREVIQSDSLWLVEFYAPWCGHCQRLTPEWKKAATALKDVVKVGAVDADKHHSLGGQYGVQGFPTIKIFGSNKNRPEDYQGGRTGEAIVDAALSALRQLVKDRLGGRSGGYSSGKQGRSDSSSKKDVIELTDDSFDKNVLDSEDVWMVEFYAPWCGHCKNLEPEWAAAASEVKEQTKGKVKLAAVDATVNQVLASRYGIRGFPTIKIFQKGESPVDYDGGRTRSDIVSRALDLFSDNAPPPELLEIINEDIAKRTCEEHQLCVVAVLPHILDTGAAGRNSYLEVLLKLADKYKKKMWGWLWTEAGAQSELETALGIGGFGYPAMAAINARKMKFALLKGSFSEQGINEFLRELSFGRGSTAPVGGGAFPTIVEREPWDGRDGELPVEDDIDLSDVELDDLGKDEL
# C2C12 statin = protects C2C12 myotubes from simvastatin toxicity; ATP luminescence, 48 h; scaled: DMSO 0, geranylgeraniol control 100; rescue of ATP level, % at 7.49 µM; 0.78% of 330,000 active;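 active = mean ATP rescue above about 67%, or every replicate alone reaching that limit, limit read from the data, passing the limit was not always enough; inconclusive = no clear call, values can overlap the other calls; inactive = mean under the limit and some replicate under it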;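 note: myotubes were challenged with 10 µM simvastatin during compound exposure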
# esBAF inh = blocks esBAF chromatin remodeling in mouse ES cells; Bmi1-luciferase knock-in reporter, 24 h; 100% = twice the neutral-well signal; reporter increase, % at 12.5 µM; 2% of 350,000 active; AID 602393; in the data active = activation above about 40%; inconclusive = no clear call, values can overlap the other calls;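 note: 0% = median of the plate's neutral control wells and 100% = double that signal; a rise in the Bmi1 reporter signal indicates esBAF inhibition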
# Numbers without * were called inactive; ? = inconclusive; · = no result given; [ ] = another dose, or the depositor's remark.
SMILES,Cneo AK release,SIRT5 inh,miR122 inh,ARNT-TACC3 inh,ERp5 inh,C2C12 statin,esBAF inh
C/C=C/C(=O)N1CC2(CC(c3cccc(NC(=O)/C(C)=C/C)c3)=NO2)C[C@H]1C(N)=O (stereo partly drawn),-1,·,2,5,-1,-3,-5
O=C(NCCN1CCOCC1)c1ccc(=O)oc1,-2,·,1,-4,·,-4,-7
COc1ccc2c(c1)OC[C@H]1[C@H]2N2C(=O)CN(CC3CCCO3)C(=O)[C@@]2(C)[C@H]1c1ccccc1 (stereo partly drawn),-2,·,3,16,2,-30,-9
Cc1ccc(C(=O)N/C(=C\c2ccco2)C(=O)N2CC(C)OC(C)C2)cc1C (stereo not drawn),2,1,40,0,8,5,-5
Cc1cccc(OCCC(=O)Nc2ccc(S(=O)(=O)N3CCCC3)cc2)c1,5,·,-2,-1,·,109*,0
Cn1cnnc1SCC(=O)c1ccc2c(c1)CCCC2,1,·,-6,-12,·,-24,28
COc1cc(S(=O)(=O)N(C)Cc2ccc3c(c2)OCCO3)ccc1NC(C)=O,-1,-2,25,·,-1,8,5
COc1cccc(C(=O)Nn2cnnc2)c1OC,1,1,-3,-3,-4,3,2
O=C1CC(SC(=NCc2ccc3c(c2)OCO3)Nc2ccccc2)C(=O)N1c1ccccc1 (stereo not drawn),-1,·,0,-6,·,·,·
CCN(c1ccccc1)S(=O)(=O)c1ccc(Cl)c(NC(=O)CNCc2ccccc2OC)c1,0,-3,-4,-2,-3,-2,0
OC(CSc1nc2ccccc2s1)CC(O)c1ccccc1 (stereo not drawn),-7,-2,·,-7,0,·,·
Cc1ccnc(N2C(=O)c3ccc([N+](=O)[O-])cc3C2=O)c1,0,0,-10,-4,0,3,5
COc1cccc(NC(=O)Nc2nnc(CC(=O)NCc3ccccc3)s2)c1,3,-4,3,-6,1,-6,-12
CCC(=O)N1CC[C@H]2[C@@H]1c1cc(-c3ccc(C#N)cc3)ccc1N(C)[C@H]2CO,1,·,-2[16.7 µM],-7,·,-9,-4
CCC1(CC)NC(=O)N(CC(=O)OCC(=O)Nc2ccccc2[N+](=O)[O-])C1=O,·,-14,·,6,6,·,·
CCC(=O)N1C[C@H](C)[C@H](OC)CN(C)C(=O)c2cc(NC(=O)C3CCOCC3)ccc2OC[C@H]1C,-3,·,·,-16,0,3,3
O=C(NNC(=O)c1ccccc1OCc1ccc(F)cc1)c1ccncc1,·,-6,·,-14,-3,1,6
COc1ccc(C(C#N)N2N=C(C)CC2(C)C)cc1 (stereo not drawn),4,·,3,-2,·,-14,-2
CCOC(=O)c1ccccc1NC(=O)Cn1cnc2c(cnn2-c2ccccc2)c1=O,·,·,-1,-5,·,6,-7
COc1cc(C2c3c([nH]c(=O)[nH]c3=O)Nc3ccc4ccccc4c32)ccc1O (stereo not drawn),-1,-3,-3,-3,-35,23,2

# Ordered by SMILES length (smallest number first): part of the list above
SMILES,Cneo AK release,SIRT5 inh,miR122 inh,ARNT-TACC3 inh,ERp5 inh,C2C12 statin,esBAF inh
OC(CSc1nc2ccccc2s1)CC(O)c1ccccc1 (stereo not drawn),-7,-2,·,-7,0,·,·
COc1cc(C2c3c([nH]c(=O)[nH]c3=O)Nc3ccc4ccccc4c32)ccc1O (stereo not drawn),-1,-3,-3,-3,-35,23,2
CCC(=O)N1C[C@H](C)[C@H](OC)CN(C)C(=O)c2cc(NC(=O)C3CCOCC3)ccc2OC[C@H]1C,-3,·,·,-16,0,3,3

# (list continues)
SMILES,Cneo AK release,SIRT5 inh,miR122 inh,ARNT-TACC3 inh,ERp5 inh,C2C12 statin,esBAF inh
O=[N+]([O-])c1ccc2c(c1)C(N1CCN(CCO)CC1)Cc1ccc(F)cc1S2 (stereo not drawn),0,·,-6,·,2,-4,4
CN(C)S(=O)(=O)c1ccc(C(=O)NCCOc2ccc(F)cc2)cc1,-2,-3,2,3,-6,146*,61*
CC1CCN(CC(O)CN2c3ccccc3Sc3ccccc32)CC1 (stereo not drawn),-1,·,6,15,·,16,-6
CO[C@H]1CN(C)C(=O)c2ccc(NC(=O)Nc3ccc(Cl)cc3)cc2OC[C@@H](C)N(C(=O)Nc2c(C)noc2C)C[C@H]1C,13,1,·,-7,-5,-7,4
Cc1cccc(NC(=O)CN2CCc3cc4c(cc3C2)OCCCO4)c1,3,7,3,-9,2,11,6
O=C(NCc1nnc(SCC(=O)N2CCCC2)o1)c1c(F)cccc1Cl,2,·,4,3,·,19,0
Cc1cc(C(=O)COC(=O)c2csc3c2CCCC3)c(C)n1C,-1,·,0,-5,·,5,7
CCc1ccc2oc(C(=O)NCc3ccncc3)c(C)c2c1,0,·,-7,0,·,-16,15
COc1ccc(N(CC(=O)NCc2ccco2)S(=O)(=O)c2ccc(OC)c(OC)c2)cc1,1,·,4,1,·,-12,-1
CC(C)C(NS(=O)(=O)c1cccs1)C(=O)NCc1ccc2c(c1)OCO2 (stereo not drawn),3,8,-12,3,-11,0,-14
COC(=O)[C@H](CCSC)NC(=O)Nc1ccc(OC)cc1OC,1,·,·,-1,·,-7,-2
O=C(NCC(c1ccco1)N1CCc2ccccc21)c1c(F)cccc1F (stereo not drawn),2,-1,-1,-3,14,-5,-4
C[C@@H]1CN([C@H](C)CO)C(=O)c2cc(C#CC3CC3)cnc2O[C@@H]1CN(C)Cc1ccccn1,2,0,6[16.7 µM],9,-2,-3,-2
C=CCn1c(SCc2cc(=O)n3ccsc3n2)nc2scc(C3CC3)c2c1=O,-1,·,2,-3,·,17,1
Cc1ccc(/C=C2\SC(N)=NC2=O)s1,1,·,-3,-3,-3,·,·
COC(=O)c1ccc(C(=O)N2CCCC(Nc3ccc(C(C)C)cc3)C2)nc1 (stereo not drawn),-1,-4,-5,0,-2,11,2
C[C@@H](CO)NC(=O)[C@H]1O[C@@H](n2ccc(=O)[nH]c2=O)[C@H](O)[C@@H]1O,0,0,-3,·,-2,-2,-6
O=C(CSc1nnc(-c2ccccc2)n1Cc1ccccc1)N1CCOCC1,3,·,12,-1,·,8,-5
CC(=O)Nc1ccc(S(=O)(=O)N2CCC(C(=O)NCCc3c[nH]c4ccccc34)CC2)cc1,0,-1,-2,-4,-2,-10,7
C[C@@H]1CCCCO[C@H](CN(C)Cc2ccccc2)[C@@H](C)CN([C@@H](C)CO)C(=O)c2cc(NC(=O)Nc3ccccc3)ccc2O1,0,-3,11[16.7 µM],7,6,·,-1
CC(C)CC#Cc1cnc2c(c1)C(=O)N([C@H](C)CO)C[C@@H](C)[C@@H](CN(C)C(=O)c1cnccn1)O2,3,-4,-4[16.7 µM],-7,3,-4,-6
CCN(CC)C(=O)CSc1nc2cc(S(=O)(=O)N3CCOCC3)ccc2n1CC,0,2,-9,-2,3,3,0
C[C@H](CO)N1C[C@H](C)[C@H](CN(C)C(=O)Nc2cccc3ccccc23)Oc2c(NS(=O)(=O)c3ccccc3)cccc2C1=O,41,-3,-12[16.7 µM],0,-2,-32,1
O=C(COC(=O)c1cccc(S(=O)(=O)N2CCc3ccccc32)c1)NC1CCS(=O)(=O)C1 (stereo not drawn),·,·,2,1,·,15,-2
O=C(c1cccc(Cl)c1)N1CCN(c2ccc3c(c2)C2CC3CCN2C(=O)OCc2ccccc2)CC1 (stereo not drawn),1,-1,-2,·,0,-12,22
NC(=O)NC(CC(=O)NCCc1ccc(S(N)(=O)=O)cc1)c1ccccc1Cl (stereo not drawn),20,-2,-9,-9,-1,?,-18
COc1cc2c(cc1OC)-c1nnc(-c3cccs3)n1C1(CCCC1)C2,0,·,6,-5,·,-8,-1
OCCC1CN(Cc2cnc(-c3ccccc3)s2)CCN1C1CCCC1 (stereo not drawn),·,0,2,11,2,-6,0
Cc1nn(C)c(C)c1NC(=O)c1cc2nc(-c3ccco3)cc(C(F)(F)F)n2n1,·,-2,·,1,-1,·,·
CCOC(=O)N1CCN(S(=O)(=O)N2CCCC(C(=O)NCCCN3CCC(C)CC3)C2)CC1 (stereo not drawn),0,-5,-7,-5,-5,7,3
O=C(COc1ccc([N+](=O)[O-])cc1Cl)Nc1ccc2[nH]c(=O)[nH]c2c1,-1,-1,8,-7,7,2,-6
Cc1ccc2cc3cc(C(=O)NCc4ccc5c(c4)OCO5)oc3nc2c1,-4,·,0,-15,·,10,-3
COc1cccc(/C=N/n2c(=O)[nH]c3ccccc32)c1OC,-3,·,20,-15,·,11,30
CC(=O)Nc1ccc(S(=O)(=O)NC2CC(=O)N(c3cccc(F)c3)C2)cc1 (stereo not drawn),6,-2,3,-2,7,3,-4
COc1ccc(/C(C)=N/Nc2nc3ccccc3nc2C)cc1OC,·,-3,·,13,-7,-4,17
COc1ccc(CN(C(=O)c2nsc(Cl)c2Cl)C(C(=O)NC2CCCC2)c2ccc(OC)cc2)cc1 (stereo not drawn),·,-1,·,1,-3,·,·
COCC(=O)N(C)C[C@@H]1Oc2ncc(-c3cccc(OC)c3)cc2C(=O)N([C@H](C)CO)C[C@H]1C,-1,-1,-4[16.7 µM],1,0,15,-2
O=C(COc1ccccc1)NCc1ccc2c(c1)OCO2,·,·,4,-4,·,2,5
O=C(Nc1ccc2ccccc2n1)C1CCCCC1,1,3,-3,·,0,0,20
Cc1cc(C)nc(NS(=O)(=O)c2ccc(N=Cc3c(C)[nH]n(-c4ccccc4)c3=O)cc2)n1,0,4,0,6,4,·,·
O=C(CC(C(=O)NCc1ccccc1)c1nc2ccccc2c(=O)[nH]1)NCc1ccccc1 (stereo not drawn),2,-7,-11,30,1,-5,7
O=C(c1cccnc1)N1C[C@H]2[C@@H](c3ccccc31)[C@@H](CO)N2CC1CCCCC1,-2,3,13[16.7 µM],-2,-4,16,-4
C[C@@H](CN=[N+]=[N-])CN1CC[C@H](NC(=O)OCc2ccccc2)CCC1=O,4,-2,3,-1,2,5,-2
Cc1ccc(OCC(=O)Nc2ccc(C)c(S(=O)(=O)N3CCCCCC3)c2)c([N+](=O)[O-])n1,-1,3,8,36,1,-1,-7
O=C(C1CC(=O)N(c2ccc(F)cc2)C1)N1CCOCC1 (stereo not drawn),-4,-8,·,-4,5,11,-3
COc1ccc(OCCC(=O)NCc2ccccc2)cc1,2,·,-16,-6,·,-3,14
CCNC(=O)C[C@@H]1CC[C@@H]2[C@H](COC[C@@H](O)CN2C(=O)Nc2cccc(OC)c2)O1,-2,2,4[16.7 µM],-3,7,7,5
NS(=O)(=O)c1ccc(CNC(=O)c2ccc(Cl)c([N+](=O)[O-])c2)cc1,·,2,·,-5,3,·,·
Cc1ccc(OCC(O)CNC2CCCC2)cc1C (stereo not drawn),1,-1,-1,0,-9,21,3
O=C(Nc1nccs1)c1ccc(NC(=O)C2CC=CCC2C(=O)O)cc1 (stereo not drawn),·,1,0,·,-3,·,·
CC1CC(C)CN(C(=O)CCCNC(=O)c2ccc(Cl)cc2)C1 (stereo not drawn),3,1,·,-1,-2,1,0
CCCN1C(=O)C(NC(C)=O)c2ccccc21 (stereo not drawn),0,·,-4,-1,·,-2,-4

# Molecules from the list above containing fluorine, in the order listed:
SMILES,Cneo AK release,SIRT5 inh,miR122 inh,ARNT-TACC3 inh,ERp5 inh,C2C12 statin,esBAF inh
O=C(NNC(=O)c1ccccc1OCc1ccc(F)cc1)c1ccncc1,·,-6,·,-14,-3,1,6
O=[N+]([O-])c1ccc2c(c1)C(N1CCN(CCO)CC1)Cc1ccc(F)cc1S2 (stereo not drawn),0,·,-6,·,2,-4,4
CN(C)S(=O)(=O)c1ccc(C(=O)NCCOc2ccc(F)cc2)cc1,-2,-3,2,3,-6,146*,61*
O=C(NCc1nnc(SCC(=O)N2CCCC2)o1)c1c(F)cccc1Cl,2,·,4,3,·,19,0
O=C(NCC(c1ccco1)N1CCc2ccccc21)c1c(F)cccc1F (stereo not drawn),2,-1,-1,-3,14,-5,-4
Cc1nn(C)c(C)c1NC(=O)c1cc2nc(-c3ccco3)cc(C(F)(F)F)n2n1,·,-2,·,1,-1,·,·
CC(=O)Nc1ccc(S(=O)(=O)NC2CC(=O)N(c3cccc(F)c3)C2)cc1 (stereo not drawn),6,-2,3,-2,7,3,-4
O=C(C1CC(=O)N(c2ccc(F)cc2)C1)N1CCOCC1 (stereo not drawn),-4,-8,·,-4,5,11,-3
